LMP1 NFkB inh = reduces LMP1-driven NF-kappaB luciferase signal; LMP1-induced NF-kappaB luciferase reporter cells, luminescence; inhibition, % at 12.5 µM; 350,000 compounds, 0.69% hits; in the data active = inhibition above about 41%;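 note: 0% = neutral control wells and 100% = reference inhibitor control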
Peg3 prom inh = reduces Peg3 promoter-driven luciferase expression in HeLa | HeLa PEG-Prom luciferase reporter, luminescence, overnight | inhibition, % at 20 µM | 360,000 compounds, 1.7% hits;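 active = inhibition of at least 50% at 20 µM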
CF NFkB inh = blocks PAF-induced NF-kB reporter in cystic fibrosis cells. 360,000 compounds, 0.86% hits. KKLEB NF-kB-GFP reporter, GFP fluorescence overnight. inhibition, % at 5 µM;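 active = at least 50% inhibition at 5 µM, scaled per plate between neutral and stimulator controls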;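 note: PAF is a Pseudomonas aeruginosa culture filtrate used as stimulus; plate controls were PAF-stimulated DMSO wells for no effect and unstimulated DMSO wells for full effect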
NR2E3 ag-1 = activates human NR2E3 receptor. Q9Y5X4. CHO-S Gal4-NCOR/VP16-NR2E3 two-hybrid, luciferase. inhibition of corepressor binding, % at 3.98 µM. 360,000 compounds, 0.35% hits. AID 602229;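 active = inhibition above the mean of all tested compounds plus 3 SD, cut at about 70% in these data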;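 note: 0% = DMSO with NR2E3 transfected cells and 100% = cells lacking NR2E3 construct; higher means lower luciferase signal from less NR2E3 corepressor binding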
Target sequence (Q9Y5X4 whole entry, looked up, the tested form may be a part): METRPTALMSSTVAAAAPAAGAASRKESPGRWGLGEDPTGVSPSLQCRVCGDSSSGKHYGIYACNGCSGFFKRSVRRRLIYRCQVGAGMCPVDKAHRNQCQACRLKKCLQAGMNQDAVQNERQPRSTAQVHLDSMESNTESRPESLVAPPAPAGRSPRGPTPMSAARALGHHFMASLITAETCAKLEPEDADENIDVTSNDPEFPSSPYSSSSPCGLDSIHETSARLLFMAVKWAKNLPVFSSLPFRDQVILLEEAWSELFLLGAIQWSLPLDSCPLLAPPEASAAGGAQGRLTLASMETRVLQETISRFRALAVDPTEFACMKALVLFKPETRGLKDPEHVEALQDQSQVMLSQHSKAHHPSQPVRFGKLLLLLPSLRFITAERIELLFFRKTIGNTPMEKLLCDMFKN
NR2E3 ag-2 = agonists of human nuclear receptor NR2E3 | 320,000 compounds, 0.12% hits | inhibition of corepressor binding, % at 4.78 µM | AID 2300 | Q9Y5X4 | GST-NR2E3/biotin-RetCOR TR-FRET, 1536-well;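 active = percent inhibition above the cutoff of mean plus 3 SD of all tested compounds, set per screening campaign, cut at about 20% in these data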;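 note: 0% = DMSO wells and 100% = biotin wells as full block of FRET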
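Material: NR2E3–RetCOR corepressor complex | Quantity: 1.35 nM GST-tagged NR2E3 final | Schedule: 5 h at 4 °C | Replication: Singlicate compound wells | Reagent: RetCOR corepressor, biotinylated, 7 nM | Controls: Biotin wells as high control, 0.6% DMSO wells as low control | Signal: TR-FRET, Eu(K)-anti-GST donor, streptavidin-D2 acceptor, ex 340, em 617/671 nm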
KKLEB cytotox = CF airway cell cytotoxicity counter-screen. KKLEB CF airway cells viability, ATPlite luminescence, overnight; hits give low values; cells stimulated with P. aeruginosa culture filtrate. activity change (cytotoxicity), % at 5 µM. 360,000 compounds, 0.36% hits. AID 602141;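 active = corrected activity change at or below -50% at 5 µM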
C8 TRAIL sens = caspase-8 TRAIL sensitization | inhibition (viability loss, TRAIL sensitization), % at 10 µM | NB7+C8 cells + TRAIL, ATPlite viability luminescence | 360,000 compounds, 1% hits;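 active = compounds causing at least 50% loss of cell viability in the single-dose screen, relative to plate controls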
MITF TRPM1 inh = MITF TRPM1 promoter inhibition in SK-MEL-5 cells | SK-MEL-5 TRPM1 promoter luciferase, 24 h | AID 488899 | inhibition, % at 12.5 µM | 330,000 compounds, 0.83% hits;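 active = mean inhibition across replicates of 60% or more, whatever share of single replicates reaches that level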; note: values of inactives mirror those of a sister screen read the other way
Shn3 inh set2 = Schnurri-3 reporter inhibition in Clone20 osteoblasts | inhibition, % at 12.5 µM | 360,000 compounds, 0.52% hits | Clone20 osteoblast Shn3 3'UTR firefly luciferase, 24 h;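 active = mean inhibition of at least 75% with every replicate also reaching 75%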;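 note: 0% = median of neutral control wells and 100% = pilot-screen positive control compound; some compounds past the cut are filed as inactive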
hiPSC survival = enhancers of human iPSC single-cell survival; hiPSC single-cell survival, ATPlite luminescence; 100% = ROCK inhibitor wells, 0% = DMSO; survival enhancement, % at 20 µM; 360,000 compounds, 0.044% hits; AID 602274; in the data active = survival enhancement above about 18%;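 note: cells exposed to compounds for 16 hours before the ATP read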
HIF-2a block = blocks HIF-2a reporter activity; 786-0 RCC cells HIF-2a reporter, luciferase luminescence, overnight; inhibition, % at 18.8 µM; AID 624352; 360,000 compounds, 0.72% hits;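 active = inhibition of the luminescence signal of 40% or more relative to plate controls, in a single-dose primary screen at 18.75 µM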
Starred values were filed as active, the others as inactive; · = not tested or not shown. The list is partial; the hit share may differ from the screen's.

SMILES	LMP1 NFkB inh	Peg3 prom inh	CF NFkB inh	NR2E3 ag-1	NR2E3 ag-2	KKLEB cytotox	C8 TRAIL sens	MITF TRPM1 inh	Shn3 inh set2	hiPSC survival	HIF-2a block
COC(=O)Nc1sc2c(c1C(N)=O)CCCCCC2	5	-3	3	4	2	-1	-12	6	-4	3.9	7
COc1ccccc1NC(=O)Cn1nc(C(F)(F)F)c2c1CCCC2	8	24	9	-28	0	9	-8	12	5	3.9	13
Cc1cc(C)c(C#N)c(OCC(=O)c2ccc(Br)cc2)n1	0	-2	-27	-11	4	16	-10	6	19	1.5	-52
CC(=O)Nc1ccc(S(=O)(=O)NC2(C(F)(F)F)C(=O)Nc3c2c(=O)n(C)c(=O)n3C)cc1 (stereo not given)	4	9	8	-8	4	-4	-5	-4	-35	0.6	6
COc1cccc(C(=O)Nc2c3c(nn2-c2ccc([N+](=O)[O-])cc2)CS(=O)(=O)C3)c1	3	3	5	-21	1	-1	-5	-5	-1	-0.1	0
COc1ccc(OC2(C)CCN(Cc3ccccc3OC(F)F)C2)cc1 (stereo not given)	·	-7	-16	-55	·	17	1	·	6	0.8	10
CCOc1cc(C(=O)Nc2ccc(C(=O)NCCN(CC)CC)cc2)ccc1OCC(=O)N1CCOCC1	4	1	15	-5	·	-6	1	4	1	-0.5	3
CCC(C)c1ccc(NC(=O)CC(C)=O)cc1 (stereo not given)	-16	-57	14	-42	0	14	8	-28	-39	-3.0	-80
O=C(COC(=O)C1CCCCC1)Nc1cc([N+](=O)[O-])ccc1F	-6	5	-3	-24	-3	10	-6	-3	-19	0.1	26
CC(C)(C)c1ccc(NC(=O)N2CCN(c3ccc([N+](=O)[O-])cn3)CC2)cc1	4	12	10	-4	0	-10	10	40	28	0.7	1
COCCCN=Cc1c(-c2ccccc2)[nH]n(-c2nc3ccccc3s2)c1=O	-31	-28	-42	-24	2	-13	-16	-9	-4	-0.8	-80
CCn1c(CNc2cccc(C(F)(F)F)c2)n[nH]c1=S	-6	7	4	-5	0	1	1	-3	-11	-0.7	16
O=C(CCN1CCN(c2ccccc2F)CC1)c1ccc(Br)cc1	-6	13	-7	-14	-1	5	0	-7	-9	1.8	12
CSCCC(NS(=O)(=O)c1ccc(C)cc1)C(=O)NNC(=O)c1csc(N2CCOCC2)n1 (stereo not given)	-1	6	-25	-3	·	6	-11	-5	-9	-0.4	1
COn1c(SCc2ccc(C)cc2C)nc2ccccc2c1=O	8	0	13	-24	-1	-22	58*	4	7	-0.5	7
Cc1ccccc1NS(=O)(=O)c1ccc2[nH]c(=O)[nH]c2c1	-5	-2	-11	-17	2	13	14	-6	-17	1.2	15
Cc1cnc2cc(Cl)ccc2c1SCC(=O)O	-6	10	3	-25	·	-2	-21	-13	8	0.4	14
O=C(CSc1n[nH]c(-c2ccco2)n1)Nc1ccccc1F	-4	-1	11	-16	2	-7	-6	0	-4	-0.4	-8
O=C(CSc1nnc(-c2cccs2)n1CC1CCCO1)N1CCCC1 (stereo not given)	2	-1	7	3	-2	1	0	-11	-16	-0.2	12
CCCC(C)c1nnc(NC(=O)C2CC(=O)N(CCc3ccc(F)cc3)C2)s1 (stereo not given)	-1	11	8	-2	4	3	3	-3	-3	-0.5	17
Cn1c(N)c(C(=O)COC(=O)/C=C/c2cccc(Br)c2)c(=O)n(C)c1=O	-7	-10	7	2	-1	5	-15	0	5	0.6	9
Cc1ccc(C2(c3noc(CN(C)Cc4cnn(C)c4)n3)CCCC2)cc1	-9	6	-21	14	3	9	0	8	7	0.4	17
C/C(=N\NC(=O)c1ccncc1)c1cccc(NC(=O)c2ccc(C(C)(C)C)cc2)c1	-24	-41	14	-56	-5	-37	80*	-41	-76	-0.4	-206
COc1ccccc1CNC(=O)COC(=O)c1cccnc1SCC(=O)NCc1ccccc1OC	-4	-4	1	-17	10	14	5	-11	-3	0.8	-32
COc1ccccc1-n1cc(-c2ccc(Cl)cc2)[nH]c1=O	-4	-19	-10	-28	-1	1	-11	9	0	0.4	-29
CCc1cccc(CC)c1NC(=O)C(CC)Sc1nc2ccsc2c(=O)n1CCC(=O)O (stereo not given)	2	3	19	10	·	-18	4	·	-2	-3.8	5
CCOc1ccc(NC(=O)C2CC(=O)N=C(N)S2)cc1 (stereo not given)	15	0	11	-10	-2	3	-15	0	12	0.4	14
Cc1cc(C)c(C#N)c(SCC(=O)NN2CC(=O)N(c3ccccc3F)CC2=O)n1	-9	-7	14	6	-3	-7	4	-6	-25	0.8	15
COc1ccccc1C(=O)NCCC(=O)NCC(c1ccc(F)cc1)N1CCOCC1 (stereo not given)	1	-4	-15	-14	4	5	3	6	-5	0.3	4
O=Cc1c(NC2CCCCC2)c2ccccc2[nH]c1=O	-6	15	8	24	2	-9	-10	3	7	0.8	12
CCCc1cc(=O)oc2cc3occ(C)c3cc12	-11	12	-5	-21	1	-7	25	-11	0	3.4	15
CCCC(C)NC(=O)c1ccc(F)cc1 (stereo not given)	0	-13	14	-8	3	-8	0	-10	3	4.6	-16
COCCNc1nc2sc3c(c2c(=O)n1Cc1ccco1)CCCCC3	-6	·	·	-71	-1	·	·	-47	-47	·	·
CSc1nc2c(c(=O)[nH]1)C(c1ccccc1Cl)CC(=O)N2 (stereo not given)	0	15	-7	-18	4	-11	-6	-1	6	2.0	4
Fc1ccccc1Nc1nc(N2CCOCC2)nc(N2CCOCC2)n1	2	1	4	-9	·	-8	16	1	-8	2.1	26
COCc1cc(=O)[nH]c(-c2ccc(C(F)(F)F)cc2)n1	·	9	21	0	-1	4	-10	·	6	0.5	17

Compound profiles (already shown). Screens in order: LMP1 NFkB inh | Peg3 prom inh | CF NFkB inh | NR2E3 ag-1 | NR2E3 ag-2 | KKLEB cytotox | C8 TRAIL sens | MITF TRPM1 inh | Shn3 inh set2 | hiPSC survival | HIF-2a block
CCc1cccc(CC)c1NC(=O)C(CC)Sc1nc2ccsc2c(=O)n1CCC(=O)O (stereo not given) in the list: 2 | 3 | 19 | 10 | · | -18 | 4 | · | -2 | -3.8 | 5
O=Cc1c(NC2CCCCC2)c2ccccc2[nH]c1=O in the list: -6 | 15 | 8 | 24 | 2 | -9 | -10 | 3 | 7 | 0.8 | 12
COCc1cc(=O)[nH]c(-c2ccc(C(F)(F)F)cc2)n1 in the list: · | 9 | 21 | 0 | -1 | 4 | -10 | · | 6 | 0.5 | 17

Other records:
SMILES	LMP1 NFkB inh	Peg3 prom inh	CF NFkB inh	NR2E3 ag-1	NR2E3 ag-2	KKLEB cytotox	C8 TRAIL sens	MITF TRPM1 inh	Shn3 inh set2	hiPSC survival	HIF-2a block
N#C/C(=C\c1cccs1)C(=O)Nc1nccs1	-23	-313	-10	-76	3	3	6	-94	-99	2.0	-292
O=C1c2ccccc2C(Nc2ccc(Cl)cn2)N1c1cccnc1 (stereo not given)	-5	-4	-27	17	-1	19	-2	·	-22	-1.2	6
Cc1ccc(C(=O)Nc2ccc(F)c(S(=O)(=O)N3CCOCC3)c2)s1	0	-30	9	10	·	4	10	5	-9	0.3	-29
CCN1CCN(C(=O)c2ccccc2N(Cc2ccccc2)S(C)(=O)=O)CC1	-1	12	-16	9	-1	-3	-19	2	12	5.8	21
CC(C)C(NC(=O)C1CCCCC1)C(=O)N1CCN(c2ccc(F)cc2)CC1 (stereo not given)	-7	12	3	0	1	-1	5	10	11	-0.9	2
O=C(O)CCC/C=C\C[C@@H]1[C@@H](/C=C/[C@@H](O)COc2cccc(Cl)c2)[C@H](O)C[C@@H]1O	-8	-18	-2	-12	-2	10	2	-6	25	-0.7	4
COc1ccccc1NC(=O)c1ccccc1NS(C)(=O)=O	-8	-2	2	-12	3	-5	2	-7	-3	3.8	7
O=C(CCN1C(=O)c2ccccc2S1(=O)=O)Nc1ccc(F)cc1F	0	2	-15	-5	-1	6	-7	9	-3	1.7	-10
Nc1nonc1-n1nnc(C(=O)N/N=C/c2ccncc2)c1-c1cccs1	-5	10	13	-13	-1	9	-3	-10	-17	-0.3	-8
COc1cc(NC(=S)NC(=O)C(C)C)ccc1NC(=O)c1cc2ccccc2o1	-14	-69	8	-13	0	2	13	-2	4	0.7	-100
Cc1ccc(S(=O)(=O)Nc2cnc3ccccc3c2)cc1	-4	8	-34	49	1	-1	7	0	30	-2.2	4
COc1cccc(NC(=S)NC(=O)/C=C/c2ccc(F)cc2)c1	-3	8	-4	9	2	-4	1	-4	-8	-0.6	-3
Cc1ccc(SC2CC(=O)N(c3ccc4c(c3)OCCO4)C2=O)cc1 (stereo not given)	-1	5	9	-17	3	-2	0	13	2	-2.5	10
COc1ccc(-n2ccnc2SCC(=O)NCc2ccco2)c(OC)c1	9	-7	4	-7	-4	16	-4	3	-6	2.6	13
COc1ccc(CN(CC(=O)NC2CCCCC2)C(=O)CCCC(=O)Nc2ccccn2)cc1	3	7	-6	-6	0	11	-1	10	7	0.3	19
COc1ccc2c(c1)C(=O)CCC2c1ccccc1 (stereo not given)	2	15	5	-3	-1	-4	-7	-3	-7	-0.7	11
O=C(O)c1ccccc1C(=O)N1CC=C(c2ccccc2)CC1	4	28	11	-9	1	-6	-7	1	40	3.8	17
O=C(CCSc1ccc(Cl)cc1)NC1CCCCC1	3	-70	1	0	-5	7	-1	-1	-18	-1.8	-68
CC(=O)N1CCN(c2ccc([N+](=O)[O-])c(-n3nc(C)cc3C)c2)CC1	0	-2	19	-8	2	1	-2	4	-5	0.3	5
C[C@H]1COC(=O)[C@@H](Cc2ccc(F)cc2)C/C=C\C[C@@H](CC(=O)NCCO)C(=O)N1	-2	4	-9	-17	·	6	2	-10	-12	5.2	13
Cc1ccc(S(=O)(=O)CC(=O)N2CCN(c3ccc([N+](=O)[O-])cc3)CC2)cc1	14	2	-16	3	·	-15	-10	-4	23	3.5	-12
Cc1ccc(NC(=O)CSc2nnc(CNC(=O)c3ccco3)n2C)cc1C	0	-3	8	-2	1	4	-3	2	-14	-0.1	4
Cc1nc(-c2cccc(NS(C)(=O)=O)c2)cs1	5	-13	-1	2	3	3	-5	-2	-16	-0.1	7
Cc1cccc(-c2nc3c(c(SCC(=O)N(C)C)n2)CCCC3)c1	3	15	8	-14	2	-9	7	-4	11	5.4	-3
COc1cccc(CN(C)CC(=O)Nc2ccccc2C(C)C)c1	-1	24	4	-12	0	-8	-3	9	7	0.5	15
C[C@@H]1CN([C@@H](C)CO)C(=O)Cc2cc(NC(=O)Nc3ccc4c(c3)OCO4)ccc2O[C@@H]1CN(C)C(=O)NC1CCCCC1	2	15	4	2	·	-2	-2	-8	-31	-1.3	3
COc1ccccc1N1CCN(C2CCCN(C(=O)CCn3cncn3)C2)CC1 (stereo not given)	3	10	14	-24	2	-18	0	8	-8	-0.4	6
CC1=C(C(=O)Nc2ccccc2)C(c2ccco2)NC(=S)N1 (stereo not given)	1	7	-9	-8	1	5	21	-4	25	2.4	9
CCC(=O)NNc1ccc(Br)cc1	-1	11	-9	38	-1	22	6	-7	-23	0.0	24

Source: PubChem BioAssay
